High-throughput results as filed in PubChem BioAssay.
HTR1A agonist: human 5-HT1a receptor agonists, primary screen, cell-based, CHO, Ga15 NFAT-bla reporter | 0.56% of 65,000 active | 5-hydroxytryptamine receptor 1A (Homo sapiens), P08908 | activation, % at 10 µM | CHO 5-HT1a Ga15 NFAT-bla reporter, FRET ratio; 0% basal, 100% maximal reference agonist;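 active = activation above the screen-wide mean activation plus 3 SD, cut at about 19% in these data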;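 also: 0% = DMSO wells and 100% = 5-CT at EC100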
MMP13 inh: human MMP13 inhibitors, primary screen, biochemical, FRET peptide cleavage | Collagenase 3 (Homo sapiens), P45452 | MMP-13 fTHP FRET cleavage, Mca fluorescence | inhibition, % at 4 µM | 0.07% of 65,000 active;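 active = inhibition above the mean of compound-free control plate wells plus 3 SD, cut at about 14% in these data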;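 also: 0% = DMSO wells and 100% = wells with reference MMP-13 inhibitor after basal subtraction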
NADH enzymes: inhibitors of PK/LDH coupling enzymes, profiling panel, artefact control, biochemical, MLSMR library; coupled PK/LDH NADH assays, four targets; IC50, µM (series often up to 10 µM), inactives show top-dose inhibition; 0.02% of 65,000 active; AID 774, 2007;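 active = single-dose screening hits from any of four coupled enzyme assays that gave an IC50 when retested across doses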;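 also: the DPM-DC format reads NADH fluorescence rather than 340 nm absorbance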
tolC growth inh: growth inhibitors of E. coli tolC mutant, primary screen, strain BW25113 ΔtolC::kan, 384-well. OD615. growth inhibition, % at 10 µM (by protocol). 2.2% of 65,000 active. AID 573, 2007;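 active = growth inhibition at or above a cutoff equal to the mean over every tested compound plus 3 SD, cut at about 60% in these data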;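 also: growth measured after 20 h incubation at 37 °C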
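Doses: one dose of 10 µM final / Material: E. coli BW25113 ΔtolC::kan, tolC deletion mutant strain / Buffer or medium: LB with kanamycin 50 µg/mL / Evaluation: percent growth inhibition / Detection: optical density read at 615 nm / Incubation: 37 °C, 20 h exposure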
5-HT1A blocker: human 5-HT1a receptor antagonists, primary screen, cell-based, CHO, Ga15 NFAT-bla reporter; 0.68% of 62,000 active; CHO 5-HT1a Ga15 NFAT-bla reporter, antagonist mode; inhibition, % at 10 µM;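 active = inhibition above the mean of all tested compounds plus 3 SD, cut at about 43% in these data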;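 also: receptor stimulated by 5-CT agonist at 100 nM near EC80; beta-lactamase reporter measured by ratiometric fluorescence of a cleavable substrate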
HTR1E antagonist: 5-HT1E receptor antagonists, primary screen, cell-based, HTS. 5-hydroxytryptamine receptor 1E (Homo sapiens), P28566. inhibition, % at 6 µM. CHO 5-HT1E Ga15 NFAT-bla reporter, FRET, antagonist. 0.99% of 65,000 active;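 active = inhibition above a set limit, the mean inhibition across every tested compound plus 3 SD, cut at about 29% in these data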;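 also: signal is the 460 over 535 nm emission ratio of beta-lactamase substrate; 0% = agonist plus DMSO wells and 100% = wells without agonist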
RORa activator: activators of orphan receptor RORA, primary screen, cell-based, luminescence; Nuclear receptor ROR-alpha (Homo sapiens), P35398; CHO-K1 Gal4-RORA LBD luciferase reporter; percent increase over mock-subtracted basal signal; activation, % at 10 µM; 1.5% of 65,000 active; AID 560, 2006;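 active = activation above the mean of all tested compounds plus 3 SD, cut at about 49% in these data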;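 also: 0% = DMSO-treated RORA cells and 100% = added signal equal to DMSO minus mock-transfected cells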
Target sequence (P35398 whole entry, looked up, the tested form may be a part): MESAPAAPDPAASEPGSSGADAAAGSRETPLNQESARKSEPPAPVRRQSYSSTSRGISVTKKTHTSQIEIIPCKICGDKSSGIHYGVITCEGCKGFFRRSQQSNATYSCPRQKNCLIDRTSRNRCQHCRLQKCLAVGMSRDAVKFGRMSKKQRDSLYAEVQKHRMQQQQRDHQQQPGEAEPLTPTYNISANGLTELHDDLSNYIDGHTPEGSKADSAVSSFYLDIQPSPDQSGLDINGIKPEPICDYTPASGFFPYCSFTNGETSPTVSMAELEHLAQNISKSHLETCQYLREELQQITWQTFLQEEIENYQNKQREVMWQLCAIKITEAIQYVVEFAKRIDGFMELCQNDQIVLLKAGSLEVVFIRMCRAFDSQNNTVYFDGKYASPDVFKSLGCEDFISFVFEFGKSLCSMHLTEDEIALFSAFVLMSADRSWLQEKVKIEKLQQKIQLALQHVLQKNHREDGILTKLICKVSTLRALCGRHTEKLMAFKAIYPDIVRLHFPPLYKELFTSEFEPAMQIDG
SF1 activator: activators of human SF-1, primary screen, cell-based, CHO-K1, Gal4-SF-1 LBD, luciferase luminescence | activation, % at 10 µM | Steroidogenic factor 1 (Homo sapiens), Q13285 | CHO-K1 Gal4-SF-1 LBD luciferase reporter; % increase over DMSO SF-1-specific signal | 1.9% of 65,000 active;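 active = activation above the mean activation of all tested compounds plus 3 SD, cut at about 50% in these data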
Target sequence (Q13285 whole entry, looked up, the tested form may be a part): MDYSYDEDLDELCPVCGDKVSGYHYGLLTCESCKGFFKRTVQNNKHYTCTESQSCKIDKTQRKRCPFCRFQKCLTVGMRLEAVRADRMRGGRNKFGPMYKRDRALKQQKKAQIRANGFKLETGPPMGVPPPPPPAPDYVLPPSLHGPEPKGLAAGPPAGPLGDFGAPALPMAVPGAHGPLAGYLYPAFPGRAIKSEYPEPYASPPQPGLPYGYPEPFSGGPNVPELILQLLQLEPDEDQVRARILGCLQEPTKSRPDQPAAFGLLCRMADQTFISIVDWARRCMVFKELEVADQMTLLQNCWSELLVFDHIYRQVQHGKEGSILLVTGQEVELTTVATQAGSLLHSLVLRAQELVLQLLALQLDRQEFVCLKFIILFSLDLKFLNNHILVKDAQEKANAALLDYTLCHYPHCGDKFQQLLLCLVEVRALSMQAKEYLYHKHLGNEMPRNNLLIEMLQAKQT
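Material: Transient Gal4-SF-1 LBD reporter, CHO-K1 | Input: 4,000 cells/well | Dosing: One dose, 10 µM compound, 1% DMSO | Incubation: 20 h compound treatment, 37 °C | Detection: SteadyLite luciferase luminescence | Evaluation: Percent activation relative to DMSO median and mock-transfected background | Benchmarks: DMSO-treated SF-1-transfected cells as negative, DMSO-treated mock-transfected cells lacking SF-1 as background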
5HT1E ag: 5-HT1E receptor agonists, primary screen, cell-based, HTS. activation, % at 6 µM. 5-hydroxytryptamine receptor 1E (Homo sapiens), P28566. 0.69% of 65,000 active. CHO 5-HT1E Ga15 NFAT-bla reporter, FRET; 0% DMSO wells, 100% control agonist wells;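 active = activation above a set limit, the screen-wide mean activation plus 3 SD, cut at about 8.5% in these data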;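 also: 100% = positive control agonist at 1 µM giving full maximal response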
The depositor's hits bear a star; / = no result given; [ ] = another dose, or the depositor's remark.

SMILES	HTR1A agonist	MMP13 inh	NADH enzymes	tolC growth inh	5-HT1A blocker	HTR1E antagonist	RORa activator	SF1 activator	5HT1E ag
O=C(NCc1ccccn1)c1ccc(Br)s1	0.3	2	1%	2	0	-2	9	8	0.2
CCOC(=O)c1cnc(SC2CC(=O)N(c3ccc(OC)c(OC)c3)C2=O)nc1N (centres undefined)	-0.4	2	4%	7	6	8	0	-16	0.5
COc1c(C)cc(Br)cc1C(=O)O	0.8	10	3%	-14	-1	-16	-17	5	0.6
Cc1nc2cc(Cl)c(Cl)cc2nc1C	-2.2	-5	7%	0	8	2	89*	64*	0.1
CCC(=O)N1CCc2cc(S(=O)(=O)NCCC(=O)NC3CCCc4ccccc43)ccc21 (centres undefined)	-1.3	0	8%	-10	17	22	-10	7	-0.5
Cc1ccccc1CN1CCN(CC(=O)NCc2ccccn2)C1=O	-5.6	2	1%	-6	0	-1	-6	6	1.0
CC(C)CCn1nnnc1C(c1ccc(F)cc1)N1CCC(C(N)=O)CC1 (centres undefined)	1.4	-1	6%	-10	-4	3	-14	0	0.7
COc1ccc(C(=O)CSc2nnc(COc3ccc(C#N)cc3)n2-c2ccccc2)cc1	-1.4	-1	6%	3	9	9	0	-2	-1.2
NCCOc1ccccc1-c1ccccc1	6.1	3	3%	2	-1	7	7	-3	-0.1
CCCC1CC(c2csc(N)n2)CCO1 (centres undefined)	-4.3	-2	7%	0	0	-7	-3	4	0.1
CCOC(=O)Cc1csc(NC(=O)c2ccc(C)o2)n1	-0.5	-1	4%	8	-4	-3	-1	1	0.8
O=C(NCc1ccccn1)c1cn(Cc2ccccc2)nn1	-0.1	11	9%	-5	0	-2	20	15	-0.3
CCCC(c1nnnn1Cc1cccs1)N1CCN(c2nc3ccccc3s2)CC1 (centres undefined)	1.3	3	7%	29	41	-6	11	-4	0.2
COCCCn1c(=N)c(C(=O)NCc2ccc3c(c2)OCO3)cc2c(=O)n3ccccc3nc21	0.2	-9	0%	-4	30	-11	21	10	0.3
O=C1N(CC(=O)N2CCc3ccccc32)CCN1Cc1ccc(Cl)cc1	1.0	2	2%	4	-20	-6	-23	-5	-0.4
CCC(=O)N1CCc2cc(Br)cc(S(=O)(=O)NCC3CCCN3CC)c21 (centres undefined)	1.3	-4	2%	-11	-4	3	0	9	0.3
Cn1c(=O)[nH]c(=O)c2c1nc(Br)n2CCCSc1nc2ccccc2o1	3.3	2	1%	23	14	34*	17	5	-0.1
CCCC1c2ccc(C)n2CCN1C(=O)Nc1ccccc1Cl (centres undefined)	-0.8	6	3%	9	9	-7	32	33	0.5
C1CCN=C(Nc2nc3c(s2)CCCC3)CC1	-0.7	5	2%	-8	10	2	40	42	0.5
CCCOc1cc(C)c(S(=O)(=O)NCCOC)cc1C	1.6	0	1%	11	3	-1	-20	16	0.3

Shown as a hit in HTR1E antagonist, of those listed so far:
structure,HTR1A agonist,MMP13 inh,NADH enzymes,5-HT1A blocker,HTR1E antagonist,5HT1E ag
Cn1c(=O)[nH]c(=O)c2c1nc(Br)n2CCCSc1nc2ccccc2o1,3.3,2,1%,14,34*,-0.1

(continued)
SMILES	HTR1A agonist	MMP13 inh	NADH enzymes	tolC growth inh	5-HT1A blocker	HTR1E antagonist	RORa activator	SF1 activator	5HT1E ag
CN1CCc2c(sc3c2c(=O)n(-c2ccccc2)c2nnc(SCc4ccc(F)cc4)n32)C1	-1.7	2	5%	11	-10	-3	5	3	0.9
Cc1cc(NO)nc(-c2ccc(Br)cc2)n1	-0.6	-10	0%	-13	31	17	59*	64*	-0.5
CCOc1ccc(-c2[nH]nc3c2C(c2cccnc2)C(C#N)=C(N)O3)cc1 (centres undefined)	-0.6	4	9%	7	-2	-7	-18	13	-0.1
COc1ccc(OC)c(-c2cc(C(=O)Nc3c(C)n(C)n(-c4ccccc4)c3=O)no2)c1	0.2	2	5%	-15	0	7	-7	10	-0.5
CCN(CC)C(=O)Nc1cnc2ccccc2c1	0.0	-3	6%	-11	-12	-2	41	13	1.3
CCN(CC)S(=O)(=O)c1ccc(NC2c3ccccc3C(=O)N2Cc2ccc3c(c2)OCO3)cc1 (centres undefined)	-2.1	-9	2%	23	9	8	-2	-5	0.6
COc1cccc(NS(=O)(=O)c2ccc3[nH]cc(C(=O)NC4CC4)c(=O)c3c2)c1	-3.8	4	4%	11	-2	-6	-24	2	1.0
COc1cc(C2=NOC(C(=O)N3CCN(c4ccc(F)cc4)CC3)C2)cc(OC)c1OC (centres undefined)	2.6	-2	4%	9	-21	4	17	8	0.7
O=C1CS/C(=N\C(=O)N2c3ccccc3Sc3ccccc32)N1	-1.5	0	3%	36	9	-23	8	-27	-1.2
Nc1nncn1C(=O)c1cc(Br)ccc1Cl	1.2	-2	7%	-7	-6	-30	11	14	0.6
Cc1ccccc1NC(=O)CSc1nnnn1C	0.8	2	1%	-3	-10	6	5	26	0.4
CCCOc1ccc(Cn2c(O)cc(=O)[nH]c2=O)cc1	-0.6	-2	2%	-3	/	0	-1	9	-0.6
CCOC(=O)CN1CC23C=CC(O2)C(C(=O)NCCc2ccccc2)C3C1=O (centres undefined)	0.1	6	1%	-12	1	7	-16	-3	-0.5
CN(C(=O)c1ccc2c(c1)OCO2)C1(C(=O)NC2CCCC2)CCCCC1	0.2	-1	8%	-11	12	2	3	-6	-0.4
Nc1nc2c(s1)CCc1c-2cnn1-c1ccccc1	-0.7	-15	21µM*	9	-1	-5	17	91*	0.3
Nc1nc2n(n1)C(c1cccc(Br)c1)CC(c1ccccc1)N2 (centres undefined)	1.7	-16	2%	-7	14	10	16	-9	-1.0
CCOc1cc(C(=O)Nc2ccc(S(=O)(=O)N3CCOCC3)cc2)cc(OCC)c1OCC	-0.7	2	8%	-30	-12	-1	-2	12	-0.7
CC(=O)OC[C@H]1O[C@@H](n2ccc(=O)[nH]c2=S)C(OC(C)=O)C1OC(C)=O (some centres undefined)	-3.2	-3	6%	-10	6	-3	0	2	0.1
Cc1sc2nc(SCC(=O)NCc3ccco3)n(C)c(=O)c2c1C	0.1	2	6%	0	-12	-5	-9	-9	-0.7
CCOC(=O)CC(=O)CSc1nc2ccc(C)cc2cc1C#N	-1.3	-1	3%	0	1	3	20	72*	-1.1

A second format for part of the listing above.
| structure | HTR1A agonist | MMP13 inh | NADH enzymes | tolC growth inh | 5-HT1A blocker | HTR1E antagonist | RORa activator | SF1 activator | 5HT1E ag |
| --- | --- | --- | --- | --- | --- | --- | --- | --- | --- |
| Nc1nncn1C(=O)c1cc(Br)ccc1Cl | 1.2 | -2 | 7% | -7 | -6 | -30 | 11 | 14 | 0.6 |
| Cc1ccccc1NC(=O)CSc1nnnn1C | 0.8 | 2 | 1% | -3 | -10 | 6 | 5 | 26 | 0.4 |
| CCCOc1ccc(Cn2c(O)cc(=O)[nH]c2=O)cc1 | -0.6 | -2 | 2% | -3 | / | 0 | -1 | 9 | -0.6 |

Back to the main list, starting 7 compounds before the break.
SMILES	HTR1A agonist	MMP13 inh	NADH enzymes	tolC growth inh	5-HT1A blocker	HTR1E antagonist	RORa activator	SF1 activator	5HT1E ag
CN(C(=O)c1ccc2c(c1)OCO2)C1(C(=O)NC2CCCC2)CCCCC1	0.2	-1	8%	-11	12	2	3	-6	-0.4
Nc1nc2c(s1)CCc1c-2cnn1-c1ccccc1	-0.7	-15	21µM*	9	-1	-5	17	91*	0.3
Nc1nc2n(n1)C(c1cccc(Br)c1)CC(c1ccccc1)N2 (centres undefined)	1.7	-16	2%	-7	14	10	16	-9	-1.0
CCOc1cc(C(=O)Nc2ccc(S(=O)(=O)N3CCOCC3)cc2)cc(OCC)c1OCC	-0.7	2	8%	-30	-12	-1	-2	12	-0.7
CC(=O)OC[C@H]1O[C@@H](n2ccc(=O)[nH]c2=S)C(OC(C)=O)C1OC(C)=O (some centres undefined)	-3.2	-3	6%	-10	6	-3	0	2	0.1
Cc1sc2nc(SCC(=O)NCc3ccco3)n(C)c(=O)c2c1C	0.1	2	6%	0	-12	-5	-9	-9	-0.7
CCOC(=O)CC(=O)CSc1nc2ccc(C)cc2cc1C#N	-1.3	-1	3%	0	1	3	20	72*	-1.1
CC(C)=CC(=O)OCC(=O)Nc1ccccc1Cl	-1.3	0	5%	-8	-11	-11	-18	8	0.4
O=C(CSc1nnnn1-c1cccc2ccccc12)N1CCOCC1	-2.8	-1	5%	2	-14	3	-6	6	0.8
COCCNC(=O)CSc1nc2ccc(N3CCOCC3)cc2c(=O)n1CCc1ccccc1	2.8	-32	9%[fluoresces]	-2	-19	-6	27	26	0.5
O=C(CC(=O)c1ccccc1O)c1cccc(F)c1	-1.1	1	4%	89*	-5	0	26	4	0.7
O=C(O)C1CCCCC1C(=O)Nc1ccc(Cl)cc1Cl (centres undefined)	-2.2	-1	4%	7	-4	4	-18	19	0.3
O=C1CCC(C(=O)NC2(C(=O)NC3CCCCC3)CCCCC2)N1 (centres undefined)	1.2	-1	4%	-14	-8	-2	7	0	0.9
Cc1sc2ncn3c(C)nnc3c2c1C	-0.5	5	7%	-11	-10	11	-8	6	0.2
Cc1[nH]n2c(=O)c(C#N)c(-c3ccccc3)nc2c1-c1ccccc1	-2.4	-2	2%	27	8	0	-1	-31	1.9
O=C(Cn1cnc2c(nnn2Cc2ccccc2)c1=O)NCC1CCCO1 (centres undefined)	-4.5	1	3%	-15	0	4	-5	17	0.2
N#Cc1nc(Cc2ccccc2)oc1N1CCN(c2ccccc2)CC1	1.3	-2	10%	46	-12	-7	-9	-9	-0.1
CCOc1ccc(-c2nnc3n2N=C(c2ccc(OC)cc2)CS3)cc1	0.1	6	7%	1	14	19	11	24	1.3
CCOC(=O)CSC1=C(C#N)C(C)C2=C(CCCC2=O)N1 (centres undefined)	-1.6	3	4%	14	12	4	-6	25	0.1
O=C(NCc1ccccn1)C1CCC(=O)N1C1CCCC1 (centres undefined)	-1.5	2	2%	-22	12	12	0	1	-0.1
O=C(C1CCN(c2nnc(N3CCCC3=O)s2)CC1)N1CCN(Cc2ccc3c(c2)OCO3)CC1	-5.8	-1	6%	3	6	-3	3	17	0.2
O=C(CN1C(=O)CCC1=O)Nc1nc(-c2ccccn2)cs1	-2.4	-2	3%	-12	3	10	-7	-4	0.2
CC(C)[C@H](NC(=O)Nc1ccc2c(c1)OCCO2)C(=O)O	-4.3	2	5%	-28	-3	8	-10	-8	-0.1
COC(=O)CC1=Nc2ccccc2NC(=O)C1	-0.2	1	0%	1	11	3	-19	-2	-0.4
